Screening data (PubChem BioAssay)
PTHR1 ag – PTHR1 (human) receptor agonism | Q03431 | HEK293 GP2 PTHR1 cells, GloSensor cAMP luminescence, 1 h | Potency, µM (top dose mostly 115 µM), inactives show at the highest dose activation, actives largely listed as activators | 410,000 compounds, 0.075% hits; also: potency is read from the fitted curve at half-maximal effect; nearly all actives have a fitted effect of over 55% in size; some results filed as inactive show a strong effect at the top dose; inactives centre near -15; many of its hits are not listed in these tables
Target sequence (Q03431 whole entry, looked up): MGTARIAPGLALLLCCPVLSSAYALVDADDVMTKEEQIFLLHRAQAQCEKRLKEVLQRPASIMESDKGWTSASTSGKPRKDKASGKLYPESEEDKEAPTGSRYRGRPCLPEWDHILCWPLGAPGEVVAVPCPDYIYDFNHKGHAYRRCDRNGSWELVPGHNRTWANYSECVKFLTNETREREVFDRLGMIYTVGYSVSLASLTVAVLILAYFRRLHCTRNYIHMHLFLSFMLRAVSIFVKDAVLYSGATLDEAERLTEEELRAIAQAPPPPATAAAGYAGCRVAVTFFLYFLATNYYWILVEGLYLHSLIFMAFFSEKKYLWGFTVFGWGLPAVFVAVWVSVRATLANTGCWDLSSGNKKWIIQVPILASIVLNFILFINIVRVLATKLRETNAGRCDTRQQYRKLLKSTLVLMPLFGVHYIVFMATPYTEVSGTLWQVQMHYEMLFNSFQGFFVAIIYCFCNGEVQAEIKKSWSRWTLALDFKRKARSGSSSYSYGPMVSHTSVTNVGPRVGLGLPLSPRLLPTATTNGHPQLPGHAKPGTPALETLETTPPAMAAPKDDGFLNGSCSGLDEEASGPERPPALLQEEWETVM
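HEK-293-derived GP2 cells expressing PTHR1 and a GloSensor cAMP reporter, 3,000/well, plated overnight, given luciferin plus IBMX (each 0.5 mM as added) for 1 h at 37 °C, then compound for 1 h at 37 °C. Luminescence was read after 15 min at room temperature.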
FUS yeast rescue – suppressors of FUS proteinopathy in yeast. Potency, µM (doses to about 76.6 µM), inactives show at the highest dose growth rescue (activation), usual class: activators. 390,000 compounds, 0.24% hits. S. cerevisiae FUS-expressing, growth rescue, OD600, 24 h;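 also: potency is read from the fitted curve at half-maximal effect; plate controls were DMSO vehicle for no effect and reference control for full effect; nearly all actives have a fitted effect of over 55% in size; some results filed as inactive show a strong effect at the top dose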
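Quantitative HTS measuring growth restoration of FUS-toxic yeast. Galactose-induced cells (OD 0.005) were exposed 24hr at 30C to compounds at several concentrations, then absorbance at 600 nm was recorded.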
HEK293 tox – cytotoxicity in counter-screen for GLP-1R inverse agonists; HEK293 cAMP-luciferase reporter cells, luminescence, 24 h; Potency, µM (doses to about 38.3 µM), inactives show top-dose activity change, negative = inhibition, most hits filed as inhibitors; 410,000 compounds, 0.13% hits;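 also: loss of luciferase light is scored as toxicity; potency is read from the fitted curve at half-maximal effect; % is scaled to controls: 0 for no effect and ±100 for the full control effect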
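A 23 nL compound transfer followed 12 hours of cell culture at 37 deg C; exposure then lasted 24 hr. Luciferase assay detection reagent was dispensed and plates read for luminescence after a 12 min room-temperature wait.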
Abeta yeast res – compounds reversing amyloid beta toxicity in yeast; yeast expressing A-beta42, growth rescue, OD600, 48 h; response scale: 0% DMSO, 100% iron-clioquinol control; Potency, µM (top dose mostly 46.1 µM), for the others: top-dose growth rescue, actives largely listed as activators; 410,000 compounds, 0.063% hits; also: potency is read from the fitted curve at half-maximal effect; nearly all actives have a fitted effect of over 55% in size
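Growth rescue measured by 600 nm absorbance after 48 h yeast culture at 30 C with compound. Values normalized between DMSO and an equimolar ferric chloride plus clioquinol control.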
TDP-43 yeast inh – inhibitors of TDP-43 toxicity in yeast. TDP-43 expressing yeast growth rescue, BacTiter-Glo, 24 h. Potency, µM (highest dose often 46.1 µM), for the others: at the top dose growth rescue (activation), most hits filed as activators. 410,000 compounds, 1.8% hits. AID 652104; also: potency is read from the fitted curve at half-maximal effect; % of control where 0% means no effect; nearly all actives have a fitted effect of over 50% in size
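Yeast expressing TDP-43 (pregrown in raffinose, seeded at OD600=0.02 in galactose medium) exposed to compounds 24 hr at 30 deg C. Growth read by BacTiter-Glo luminescence; rescue of toxicity appears as increased signal.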
pAkt inh – Akt phosphorylation inhibition; Neuro2A IGF-stimulated pAkt S473 HTRF, 20 min; active compounds read low; activity change, % for hits at 50 µM; 360,000 compounds, 0.32% hits; AID 651550; in the data active = activity change below about -80%; inconclusive = mostly about -51% to -80%; also: % is scaled to controls: 0 for no effect and ±100 for the full control effect
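Neuro2A cells (4,500/well, DMEM with 0.5% FBS) were treated with compound at a single 50 µM final concentration, stimulated with 6 nM IGF for 20 min at 37 °C, and lysed. Phospho-Akt Ser473 was read by HTRF as 665/615 ratio ×10^4.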
aSyn rescue – inhibitors of alpha-synuclein toxicity in yeast; Potency, µM (titrated, usually from 46.1 µM), without a hit: at the highest dose growth rescue (activation), most hits filed as activators; AID 652106; Yeast expressing alpha-synuclein, growth rescue, BacTiter-Glo, 24 h; 370,000 compounds, 0.14% hits; also: potency is read from the fitted curve at half-maximal effect; % of control where 0% means no effect; nearly all actives have a fitted effect of over 65% in size
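Readout is rescue of growth in alpha-synuclein-expressing yeast, so inhibitors of toxicity appear as activators. Growth after 24 hr at 30 deg C in galactose medium is quantified by luminescence.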
Mm-Cpn inhibitor – blocks the Methanococcus maripaludis chaperonin Mm-Cpn; purified Mm-Cpn ATPase, ADP Transcreener TR-FRET; Potency, µM (series often up to 76.9 µM), inactives show top-dose activity, negative = inhibition, usual class: inhibitors; 330,000 compounds, 0.031% hits; also: potency is read from the fitted curve at half-maximal effect; % is scaled to controls: 0 for no effect and ±100 for the full control effect; nearly all actives have a fitted effect of over 80% in size
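Inhibition of chaperonin ATP hydrolysis is measured as reduced ADP production, detected by competitive TR-FRET in which signal falls with ADP. Final enzyme 25 nM and ATP 10 uM, reacted 30 min at 37°C.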
GLP-1R inv ag – acts as inverse agonist at human GLP-1 receptor | HEK293 GLP-1R CRE-luciferase, luminescence, 24 h; GLP-1R form is constitutively active | Potency, µM (top dose mostly 38.3 µM), inactives show at the top dose activity change, negative = inhibition, actives largely listed as inhibitors | 410,000 compounds, 1.6% hits | AID 624417; also: potency is read from the fitted curve at half-maximal effect; % is scaled to controls: 0 for no effect and ±100 for the full control effect; nearly all actives have a fitted effect of over 55% in size
Target sequence (P43220 whole entry, looked up): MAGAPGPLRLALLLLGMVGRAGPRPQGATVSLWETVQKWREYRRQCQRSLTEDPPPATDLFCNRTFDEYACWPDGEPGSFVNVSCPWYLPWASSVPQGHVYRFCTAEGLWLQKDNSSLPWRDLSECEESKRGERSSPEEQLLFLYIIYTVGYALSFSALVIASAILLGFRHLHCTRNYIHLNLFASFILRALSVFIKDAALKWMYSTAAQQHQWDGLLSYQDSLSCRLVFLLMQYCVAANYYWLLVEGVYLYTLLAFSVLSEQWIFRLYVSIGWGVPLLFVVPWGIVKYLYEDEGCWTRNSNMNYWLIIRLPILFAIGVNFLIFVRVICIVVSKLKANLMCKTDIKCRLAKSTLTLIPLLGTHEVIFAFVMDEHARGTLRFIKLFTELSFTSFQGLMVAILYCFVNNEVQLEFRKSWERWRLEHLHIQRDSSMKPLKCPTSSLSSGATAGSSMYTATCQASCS
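Seeding at 200 cells/uL, 12 h culture, 24 hr compound treatment, then luciferase reagent and a luminescence read; cells are HEK293 stably expressing a constitutively active GLP-1R plus cAMP-responsive luciferase.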
* hit, by the source's call; i = inactive; ? = inconclusive; . = not tested or not shown; [ ] = dose if it differs, or a comment. Unless noted, calls follow the shape of the dose curve; as a rule, active = well fitted curve in the direction sought with a large enough effect; inconclusive = small, poorly fitted or top-dose-only effect, or another doubt; inactive = no such curve, though single readings can be large; an effect the other way counts as inactive or inconclusive. These rows are one share of the data; the hit share may differ from the screen's.

Each structure is followed by: PTHR1 ag	FUS yeast rescue	HEK293 tox	Abeta yeast res	TDP-43 yeast inh	pAkt inh	aSyn rescue	Mm-Cpn inhibitor	GLP-1R inv ag
COc1ccccc1N(CC(=O)Nc1cc(S(=O)(=O)N(C)C)ccc1C)S(=O)(=O)c1cccs1
  i	40%	4%	11%	11%	i	-1%	2%	-5%
CCN(Cc1ccccc1)c1cc2c(c3c1ccn3C)C1CCC2C1 (configuration not stated)
  i	4%	4%	14%	11%	i	-6%	.	-22%
COc1cc(C(=O)Nc2cc(-c3ccccc3)[nH]n2)cc(OC)c1OC
  -11%[57.5 µM]	33%	-11%	4%	15%	i	-12%	0%	?
COc1ccc(OC)c(-n2c(-c3ccc(O)cc3O)n[nH]c2=S)c1
  -38%	22%	-8%	-11%	-5%	i	0%	-3%	29%
CCOC(=O)c1sc(NC(=O)c2ccc(S(=O)(=O)N3CCOCC3)cc2)cc1C
  -12%[57.5 µM]	10%	45%[activator]	-1%	2%	i	0%	1%	-2%
CN1/C(=C\C(=O)c2cccnc2)Sc2ccccc21
  -10%	9%	10%	-30%	-18%	i	17%	2%	4%
C=C(C)C1CC=C(CN2CCC(C(=O)OCC)CC2)CC1 (configuration not stated)
  3%[57.5 µM]	8%	18%	3%	-14%	i	-3%	-1%	-15%
CCOC(=O)c1ccc(N2C(=O)c3n[nH]c(C)c3C2c2ccccn2)cc1 (configuration not stated)
  -24%	-2%	-13%	2%	4%	i	3%	-3%	-2%
COc1ccccc1NC(=O)c1ccc(SCC(=O)NCc2ccccc2Cl)c([N+](=O)[O-])c1
  -51%[inhibitor]	3%	?	23%	-12%	i	-4%	-9%	-26%
Cc1c(C(=O)c2ccc(Cl)c([N+](=O)[O-])c2)c2ccccn2c1CCC#N
  i	18%	-21%	5%	?	i	7%	0%	41%[activator]
Cc1cccc(COCC(CC(C)C)N2CCN(C(=O)c3ccc(C(C)(C)C)cc3)CCC2=O)c1 (configuration not stated)
  -63%[inhibitor]	?	?	-13%	21%	i	-26%	0%	?
Cc1ccc(NC(=O)CSC(C)C(=O)OCc2cc(=O)oc3cc(O)ccc23)cc1 (configuration not stated)
  -13%	-23%	324%[activator]	4%	7%	i	-5%	.	-9%
O=C(CN1C(=O)/C(=C2\SC(=S)N(CCS(=O)(=O)O)C2=O)c2ccccc21)Nc1cccc(Br)c1
  -7%	?	-4%	-30%	-22%	i	-5%	0%	-24%
CCOC(=O)CN1C(=O)N[C@@H](c2cccc(C(F)(F)F)c2)[C@H](C(C)=O)[C@H]1C
  -46%	7%	6%	6%	24%	i	-1%	.	7%
Cn1c(C(=O)N2CCCC(C(=O)NCc3ccc4c(c3)OCO4)C2)cc2sccc21 (configuration not stated)
  -23%	20%	-6%	-4%	17%	i	9%	-2%	?

Looked up above.
TDP-43 yeast inh result of Cc1ccc(NC(=O)CSC(C)C(=O)OCc2cc(=O)oc3cc(O)ccc23)cc1 (configuration not stated) → 7%
HEK293 tox result of Cc1c(C(=O)c2ccc(Cl)c([N+](=O)[O-])c2)c2ccccn2c1CCC#N → -21%
HEK293 tox result of COc1ccccc1N(CC(=O)Nc1cc(S(=O)(=O)N(C)C)ccc1C)S(=O)(=O)c1cccs1 → 4%
GLP-1R inv ag result of O=C(CN1C(=O)/C(=C2\SC(=S)N(CCS(=O)(=O)O)C2=O)c2ccccc21)Nc1cccc(Br)c1 → -24%

Remaining list, next part:
Each structure is followed by: PTHR1 ag	FUS yeast rescue	HEK293 tox	Abeta yeast res	TDP-43 yeast inh	pAkt inh	aSyn rescue	Mm-Cpn inhibitor	GLP-1R inv ag
O=C(Cc1cccs1)Nc1cccc(-c2nc3ccccc3[nH]2)c1
  -17%	.	1%	8%	4%	i	-8%	1%	-22%
CCOC(=O)NC(=O)CSc1ccc(C)cc1C
  i	-5%	0%	13%	-6%	i	3%	-10%	-1%
Cc1cc(C)n2c(SCC(=O)NC3CCCC(C)C3C)nnc2n1 (configuration not stated)
  i	19%	-8%	-8%	-3%	i	1%	-2%	-1%
CC1(C)CC(N=Cc2c(O)n(Cc3ccc4c(c3)OCO4)c(=O)c3ccccc23)CC(C)(C)N1
  i	21%	2%	-12%	-19%	i	-13%	-1%	?
COc1cccc(-c2nnc(SCC(=O)N(C)c3ccccc3)o2)c1
  i	-13%	7%	-16%	?	.	.	.	10%
Cc1oc2ccc(O)c(CN3CCN(Cc4ccccc4)CC3)c2c1C(=O)Nc1cccc(Cl)c1C
  i	26%	2%	-9%	-7%	.	.	.	5%
C/C(CC(=O)Nc1ccc(N(C)C)cc1)=N\NC(=O)c1ccccc1F
  i	0%	0%	19%	15%	i	13%	-2%	3%
Cc1c(C(=O)O)cccc1-c1ccc(/C=C2\SC(=O)NC2=O)o1
  -34%[inhibitor]	19%	-16%	3%	2%	i	-4%	-5%	?
O=C1C2CC=CCC2C(=O)N1c1ccc(NCCc2ccc(Cl)cc2)c([N+](=O)[O-])c1 (configuration not stated)
  i	.	-30%	15%	17%	i	15%	-7%	?
CCOc1cc(/C=N/NC(=O)CCCC(=O)NC2CCCCC2)ccc1O
  i	2%	11%	-9%	-7%	i	-2%	2%	19%
COCc1cc(C)nc(SCc2nc3ccccc3c(=O)[nH]2)c1C#N
  i	12%	156%[activator]	-11%	3%	i	12%	1%	74%[activator]
COc1ccccc1Nc1ncnc2c1oc1ccccc12
  -20%[57.5 µM]	-13%	-4%	21%	27%	i	-13%	1%	59%[activator]
CCn1c2ccccc2c2cc(/C=C(/C#N)C(N)=S)ccc21
  i	.	?	24%	32µM*	i	1%	.	?
CCOC(=O)CC(NC(=O)c1cccs1)c1ccc(C)cc1 (configuration not stated)
  i	15%	4%	-9%	3%	i	-1%	0%	-3%
NC(=O)c1ccc(N2CCCCC2)c(N2C(=O)C3CC=CCC3C2=O)c1 (configuration not stated)
  -16%	1%	11%	14%	-2%	i	0%	0%	33%
CC(C)(C)NC(=O)NC(=O)CN1CCN(S(=O)(=O)c2ccc3c(c2)OCCO3)CC1
  i	9%	-10%	9%	8%	i	0%	0%	120%[activator]
CC(=O)N1N=C(c2cccs2)CC1c1ccc(Br)cc1 (configuration not stated)
  -57%[inhibitor]	21%	1%	31%	25µM*	i	3%	?	?
COCc1cc(=O)n2[nH]c(C(F)(F)F)nc2n1
  i	-9%	3%	4%	-8%	i	-4%	0%	18%
COc1ccc(-c2[nH]ncc2CN2CCC(c3ccncc3)CC2)cc1F
  -17%	-10%	?	-7%	-20%	i	-1%	0%	20%
Cc1ccc(-c2nc(NCCCO)c3ccccc3n2)cc1
  -13%	-5%	-7%	-1%	2%	i	0%	1%	?
O=S(=O)(Nc1nc2ccccc2nc1Cl)c1cccc(C(F)(F)F)c1
  -11%	29%	0%	-6%	11%	i	-7%	0%	-30%
Cn1ccc(=O)c2cc([N+](=O)[O-])ccc21
  i	-12%	5%	-3%	6%	i	2%	.	12%
O=C(c1ccc(F)cc1)c1ccc(OCC(=O)N2CCOCC2)cc1
  i	-13%	-24%	-4%	27%	i	-1%	2%	-7%
CC12CN3CC(C)(CN(C1)C3c1ccc([N+](=O)[O-])o1)C2=O (configuration not stated)
  i	0%	4%	-8%	23%	i	-1%	-1%	16%
COc1cccc(OC)c1OCC(O)CN1CCN(c2ccccc2F)CC1 (configuration not stated)
  -43%[inhibitor]	-23%	-9%	-3%	-3%	i	6%	2%	-10%
CSc1nc(Cl)c(Cc2ccc(OCC(C)C)cc2)c(N2CCOCC2)n1
  -37%[inhibitor]	11%	4%	?	13%	i	7%	-2%	?
Cc1cc(N2CCOCC2)nc2ccc(NC(=O)CCC(=O)N3CCN(c4cccc(C(F)(F)F)c4)CC3)cc12
  -31%	36%	-18%	-3%	2%	i	-4%	-13%	10µM*
O=C(COC(=O)CSc1ccccc1)NC1CCS(=O)(=O)C1 (configuration not stated)
  i	-17%	1%	-1%	15%	i	-1%	.	-1%
N#CN1C2CCC1CC(O)(c1ccccc1)C2 (configuration not stated)
  i	-14%	3%	-16%	10%	i	1%	.	12%
COc1ccc(CCN(C)S(=O)(=O)c2ccc(Cl)nc2)cc1OC
  -13%	17%	3%	-10%	-15%	i	-9%	2%	16%
C=C/C(C)=C/CC1C(=C)CCC2C(C)(C(=O)O)CCCC12C (configuration not stated)
  i	18%	1%	?	18%	i	21%	2%	-4%
Cc1ccc2nc(SCC(=O)Nc3ccc(F)c([N+](=O)[O-])c3)[nH]c2c1
  -28%	.	-31%	-15%	5%	i	-1%	0%	2%
O=c1[nH]c(Cc2cccs2)nc2scc(-c3ccc(Cl)cc3)c12
  -25%	2%	-12%	-2%	14%	i	-8%	-8%	33%[activator]
CS(=O)(=O)N1CCN(C(=O)COc2ccc3ccccc3c2)CC1
  i	-2%	4%	-6%	4%	i	0%	1%	0%

3 structures out of the list, arranged by length of the SMILES, rising:
Each structure is followed by: PTHR1 ag	FUS yeast rescue	HEK293 tox	Abeta yeast res	TDP-43 yeast inh	pAkt inh	aSyn rescue	Mm-Cpn inhibitor	GLP-1R inv ag
CS(=O)(=O)N1CCN(C(=O)COc2ccc3ccccc3c2)CC1
  i	-2%	4%	-6%	4%	i	0%	1%	0%
C=C/C(C)=C/CC1C(=C)CCC2C(C)(C(=O)O)CCCC12C (configuration not stated)
  i	18%	1%	?	18%	i	21%	2%	-4%
O=c1[nH]c(Cc2cccs2)nc2scc(-c3ccc(Cl)cc3)c12
  -25%	2%	-12%	-2%	14%	i	-8%	-8%	33%[activator]
